Screening data (PubChem BioAssay)
TAAR1 agonist: human TAAR1 agonists, primary screen, Fluo-8 calcium fluorescence, CHO RD-HGA16 cells | vehicle wells 0%, saturating PEA agonist 100% | activation, % at 3 µM | hit rate 0.99% among 360,000 | AID 624467, 2012;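 active = activation above the mean activation of all test compounds in the run plus 3 SD, cut at about 38% in these data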
Target sequence (Q96RJ0 whole entry, looked up): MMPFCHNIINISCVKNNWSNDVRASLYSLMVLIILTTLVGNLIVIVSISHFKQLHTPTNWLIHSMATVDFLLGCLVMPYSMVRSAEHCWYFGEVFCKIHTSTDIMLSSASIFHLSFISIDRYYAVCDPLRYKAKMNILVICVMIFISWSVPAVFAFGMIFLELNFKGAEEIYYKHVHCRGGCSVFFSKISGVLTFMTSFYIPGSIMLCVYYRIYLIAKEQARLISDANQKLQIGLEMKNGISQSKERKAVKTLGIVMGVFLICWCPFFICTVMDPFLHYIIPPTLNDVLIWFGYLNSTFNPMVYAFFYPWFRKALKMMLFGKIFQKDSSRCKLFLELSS
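System: CHO-derived RD-HGA16 cells with stable Gα16 and human TAAR1 / Times: 17-24 h plating, Fluo-8 75 min 37 °C, 30 min RT / Technique: calcium-sensitive Fluo-8 signal, excitation 470-495, emission 515-575 nm / Measure: % activation relative to PEA EC100 response / Benchmarks: DMSO and PEA EC100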
M4 PAM: human M4 muscarinic receptor positive allosteric modulators, primary screen, CHO-K1 cells, Fluo-8 calcium fluorescence | Muscarinic acetylcholine receptor M4 (Homo sapiens), P08173 | CHO-K1 hM4/Gqi5, ACh EC20; 0% = ACh EC20, 100% = maximal ACh | activation, % at 3 µM | hit rate 0.4% among 360,000 | AID 624126, 2012;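 active = activation above its plate's cutoff, the mean activation of sample wells plus 3 SD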; note: some results filed as inactive read as strong as hits
Target sequence (P08173 whole entry, looked up): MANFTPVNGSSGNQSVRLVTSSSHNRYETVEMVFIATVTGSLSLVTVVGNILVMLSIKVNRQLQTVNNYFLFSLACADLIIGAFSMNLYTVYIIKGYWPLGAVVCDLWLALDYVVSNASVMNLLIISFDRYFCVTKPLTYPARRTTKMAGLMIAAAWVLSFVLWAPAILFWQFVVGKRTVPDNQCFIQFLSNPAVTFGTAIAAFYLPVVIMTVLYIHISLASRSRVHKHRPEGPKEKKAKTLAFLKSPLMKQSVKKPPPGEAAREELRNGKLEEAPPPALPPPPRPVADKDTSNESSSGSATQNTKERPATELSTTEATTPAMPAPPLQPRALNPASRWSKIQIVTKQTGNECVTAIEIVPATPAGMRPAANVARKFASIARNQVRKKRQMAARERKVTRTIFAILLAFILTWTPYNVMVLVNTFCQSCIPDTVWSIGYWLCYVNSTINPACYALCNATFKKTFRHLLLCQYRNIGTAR
CHRM5 antagonist: human M5 muscarinic receptor antagonists, primary screen, CHO cells, Fluo-8 calcium fluorescence. CHO-hM5 cells, ACh EC80. Muscarinic acetylcholine receptor M5 (Homo sapiens), P08912. AID 624040, 2012. hit rate 0.59% among 360,000. inhibition, % at 3 µM;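 active = inhibition above a per-plate cutoff, the mean of that plate's test compounds plus 3 SD, cut at about 27% in these data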;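 note: 0% = acetylcholine EC80 with DMSO and 100% = DMSO without agonist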
CHO-K1 Ca PAM: nonselective calcium activators in parental CHO-K1 cells, primary screen, counter-screen for M1 PAM project, cell-based, Fluo-8 calcium fluorescence, full deck, 1536-well | ATP EC20; 0% at ATP EC20, 100% at ATP max | activation, % at 3 µM | hit rate 0.02% among 360,000 | AID 602247, 2012;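 active = activation above the run cutoff, the mean activation of all test compounds plus 3 SD, cut at about 40% in these data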;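 note: peak over basal fluorescence ratio in a 140 s read after ATP addition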
CRFBP-R2 block: antagonists of CRF-BP/CRF-R2 complex, primary screen, cell-based, HEK293, calcium dye fluorescence, uHTS. CRF-induced calcium fluorescence. inhibition, % at 11.8 µM. hit rate 0.59% among 350,000. AID 588475, 2011;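 active = inhibition of the ligand-induced calcium signal above about 50% at the single tested concentration, limit read from the data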
M5 PAM: human M5 muscarinic receptor positive allosteric modulators, primary screen, CHO-K1 cells, Fluo-8 calcium fluorescence; Muscarinic acetylcholine receptor M5 (Homo sapiens), P08912; CHO-K1 hM5, ACh EC20 PAM; 0% = ACh EC20, 100% = ACh EC100; activation, % at 3 µM; hit rate 0.3% among 360,000;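 active = activation above the run cutoff, the mean activation of all test compounds plus 3 SD, cut at about 18% in these data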
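Measured by: Fluo-8 calcium fluorescence; material: human M5 receptor in CHO-K1 cells; schedule: Post-acetylcholine fluorescence recording 140 s; benchmarks: low control EC20 acetylcholine (0%), high control EC100 acetylcholine (100%); read-out: Max/basal fluorescence ratio as % of EC20–EC100 ACh window; compound: single dose, 3 µM nominal final test concentration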
CRFBP-R2 agonist: agonists of CRF-BP/CRF-R2 complex, primary screen, cell-based, HEK293, calcium dye fluorescence, uHTS. calcium dye fluorescence (FLIPR); percent of saturating CRF peptide response. AID 588473, 2011. activation, % at 13.2 µM. hit rate 0.46% among 350,000. CRF-binding protein / CRF receptor 2 complex (human);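 active = activation of at least 50%, plus an integration ratio under a set limit after plate pattern correction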;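 note: plate controls were neutral control wells without compound for no effect and CRF at EC100 for full effect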
TAAR1 antagonist: human TAAR1 antagonists, primary screen, Fluo-8 calcium fluorescence, CHO RD-HGA16 cells | Trace amine-associated receptor 1 (Homo sapiens), Q96RJ0 | antagonist | inhibition, % at 3 µM | hit rate 1.5% among 360,000;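 active = inhibition above a per-plate cutoff, the mean inhibition of test compounds on that plate plus 3 SD, cut at about 49% in these data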;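 note: 0% = DMSO plus EC80 beta-PEA response and 100% = DMSO alone without agonist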
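test system = CHO RD-HGA16 cells bearing hTAAR1 | replication = singlicate | controls = DMSO-only wells and EC80 β-PEA-stimulated wells | reagent = EC80 β-phenethylamine stimulus | read-out basis = percent inhibition of PEA-evoked calcium signal, max/basal emission ratio | schedule = seeding 17-24 h prior, 75-min 37 °C, 30-min RT dye loading | signal = kinetic Fluo-8 calcium fluorescence measurement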
M5 ag: human M5 muscarinic receptor agonists, primary screen, CHO-K1 cells, Fluo-8 calcium fluorescence; Muscarinic acetylcholine receptor M5 (Homo sapiens), P08912; CHO-K1 hM5 cells; 0% DMSO wells, 100% maximal acetylcholine response; activation, % at 3 µM; hit rate 0.19% among 360,000;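 active = activation above the run's mean over test compounds plus 3 SD, cut at about 23% in these data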;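 note: signal is peak over basal fluorescence ratio across the kinetic read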
* = called active by the depositor; · = not tested or not shown.

SMILES	TAAR1 agonist	M4 PAM	CHRM5 antagonist	CHO-K1 Ca PAM	CRFBP-R2 block	M5 PAM	CRFBP-R2 agonist	TAAR1 antagonist	M5 ag
C=CCNC(=O)COC(=O)CCC(=O)c1cccs1	7	9	6	-4	2	9	1.0	-6	1
Cc1ccc(S(=O)(=O)N/N=C/c2ccccc2O)cc1	-2	-2	0	9	4	1	-1.2	-9	-4
CCOC(=O)CSc1nnc(-c2cc(OC)c(OC)c(OC)c2)o1	2	-2	11	10	-8	-6	-4.0	-10	-4
COCCNc1c2c(nc3ccccc13)CCC2	0	-5	-14	-1	0	-1	0.7	-7	-4
COc1ccccc1CNCCS(=O)(=O)NCc1ccccc1	0	-2	0	10	12	-2	-0.6	-7	1
CCCCN(C(=O)c1ccc(COc2ccccc2)o1)c1c(N)n(CC(C)C)c(=O)[nH]c1=O	2	17	2	11	-1	-9	0.1	-3	-1
CCCC(NC(=O)COc1cc2c(c3oc(=O)cc(C)c13)CCC(C)(C)O2)C(=O)O (stereo unspecified)	1	0	9	9	7	-2	-2.2	-8	-3
O=C(c1ccccc1)c1c[nH]c(C(=O)NNc2ccccc2)c1	4	4	5	-12	1	-2	-0.4	6	1
COCCCNC(=S)NNC(=O)C1CC1c1ccc(C(C)(C)C)cc1 (stereo unspecified)	7	-5	0	25	0	-4	-0.5	8	3
CCCN(CCC)CCNC(=O)c1cn(C)c(=O)c2c1c1ccccc1n2C	2	0	-3	1	18	0	-2.8	11	0
O=C(NCC(=O)N1CCN(S(=O)(=O)c2ccccc2)CC1)c1ccc(Br)o1	2	3	9	10	8	-3	-0.4	30	-2
COc1ccc(CCNC(=O)CCCCCNc2nc(=S)[nH]c3ccccc23)cc1OC	12	-28	5	1	8	-13	-2.9	14	3
CCN(CC(=O)Nc1c(F)cccc1F)C(=O)CCCNC(=O)c1ccc(Cl)cc1	0	1	-1	7	7	-2	-0.6	2	2
O=C(CC(O)c1ccccc1)Nc1ccccn1 (stereo unspecified)	1	0	12	9	30	10	0.0	-3	-1
COc1ccc(NC(=O)CSCC(=O)Nc2cccc3ncccc23)cc1	1	2	-4	23	-4	4	4.0	-26	-5
Cc1ccc(/C=N/NC(=O)CN2C(=O)CSc3ccccc32)o1	8	3	-2	6	-16	5	1.7	3	4
Cc1nccn1Cc1cccc2ccccc12	0	-9	3	26	10	-4	0.5	5	-7
O=C(O)c1ccccc1C(=O)Nc1nccs1	4	-3	1	14	0	5	-0.2	-1	1
NC(=S)Nc1ccccc1Br	2	-10	5	13	1	2	-0.9	-25	3
CC(=O)c1cccc(NC(=O)CCNS(=O)(=O)c2cccc(C(C)=O)c2)c1	3	13	-5	-3	-4	-1	-0.2	2	-3
Cc1nc2scc(C)n2c(=O)c1S(=O)(=O)N1CCN(c2ccccc2)CC1	-4	-11	5	-2	12	-2	-0.5	10	2
COc1ccc(NC(=O)c2cccc(NC(=O)c3ccccc3)c2)c(OC)c1	8	-7	16	5	5	-11	-3.5	17	1
O=C(CN(C(=O)c1csnn1)c1cccc2c1CCCC2)NC1CCCC1	8	2	11	13	-14	-4	0.0	3	3
CC1(C(=O)NCc2ccco2)Cc2c(-c3ccc4c(c3)OCO4)ccnc2O1 (stereo unspecified)	-2	2	3	9	·	1	·	-36	-1
COc1ccc2[nH]c(C(=O)N(C)Cc3ccccc3)c(C)c2c1	3	-7	17	6	6	-13	-0.9	-10	2
Remaining list, next part
SMILES	TAAR1 agonist	M4 PAM	CHRM5 antagonist	CHO-K1 Ca PAM	CRFBP-R2 block	M5 PAM	CRFBP-R2 agonist	TAAR1 antagonist	M5 ag
COc1cc(NC(=O)COC(=O)CCCC2=NS(=O)(=O)c3ccccc3N2)cc(OC)c1	11	1	-3	7	-11	6	0.8	-1	1
Cn1cc(C(=O)N2CCc3ccccc32)cn1	-1	2	-3	21	7	-1	1.6	-11	-1
CC(CC(=O)O)Nc1ccccc1O (stereo unspecified)	1	10	12	21	-13	-3	-1.1	6	-1
Nc1nccc(SCc2ccccc2)n1	1	-2	9	-1	-1	-5	1.3	-20	-6
CCc1nc2ccc(C(=O)Nc3ccc4c(c3)OCC(=O)N4)cn2c1N(C)C(=O)Cc1ccccc1	1	0	2	9	·	-1	·	-13	0
CCOC(=O)c1ccc(Nc2ncnc3nc[nH]c23)cc1	9	3	-4	17	-22	-19	-0.8	22	7
Cc1ccc(NC(=O)COC(=O)c2cccc(N3C(=O)c4ccccc4C3=O)c2)cc1	5	5	-2	19	1	-3	-1.5	0	2
CCCCn1c(C)csc1=Nc1cccnc1	-1	6	-3	24	22	-1	-2.9	-14	-8
COc1ccc(-n2cc([N+](=O)[O-])c(=O)c3ccc(Cl)cc32)cc1	4	0	3	6	6	3	-0.7	-32	0
CNC(=O)Nc1cccc(NC(=O)NC)n1	12	7	-2	20	6	5	0.2	-6	-1
CCCN(CCC)CCNC(=O)Cn1cc2c(n1)-c1c(oc(C(=O)N3CCCC3)c1C)CC2	1	-2	4	12	-8	1	-1.3	-20	2
O=C(CCn1c(=O)[nH]c2ccccc2c1=O)N1CCN(c2cccc(C(F)(F)F)c2)CC1	14	10	-2	9	1	-4	-1.3	-6	-4
N#Cc1ccc2[nH]cc(C3c4cc(F)ccc4C=C(c4ccsc4)N3c3ccc(C#CCCO)cc3)c2c1 (stereo unspecified)	5	-15	4	14	·	-9	·	-1	-5
c1ccc(N2CCCCC2)c(Nc2nc3ccccc3n3cnnc23)c1	6	1	7	14	25	1	1.8	-26	1
COc1ccc(-c2cc(COc3ccccc3)on2)cc1	0	6	-9	5	1	2	0.4	16	-4
Cc1cccc(N(CC(=O)N2CCCCCC2)S(C)(=O)=O)c1	1	2	-11	10	15	-3	2.4	-6	-19
Cc1ccc(CSc2ncnc3c2cnn3Cc2ccccc2)cc1	2	12	1	27	26	0	1.8	-12	1
CCc1cc(-c2nnn(CCC3COCCO3)c2C(C)(C)O)ccc1-c1cn(CCc2c[nH]c3ccccc23)nn1 (stereo unspecified)	11	-4	-4	8	-11	1	0.5	32	4
O=C(NCc1ccco1)c1ccc(N2CCOCC2)c([N+](=O)[O-])c1	1	-4	0	1	-6	-6	1.1	11	0
COc1ccc(OC)c(S(=O)(=O)NCCc2cn3ccsc3n2)c1	0	6	1	6	20	-1	-0.8	4	-2
O=C(O)COc1ccccc1/C=N/NC(=O)CSc1nc2ccccc2n1Cc1ccc(Cl)cc1	0	7	5	6	2	2	-1.4	10	-4
Cc1cc(OCC(=O)NC(Cc2c[nH]c3ccc(O)cc23)C(=O)O)c2c(C)c(C)c(=O)oc2c1 (stereo unspecified)	1	5	1	12	-3	0	-0.1	1	3
CC1CCC(N(CCCN)Cc2ccco2)CC1C (stereo unspecified)	0	-19	8	3	-16	4	-3.2	-4	-14
COc1ccc(CC(=O)Nc2cccc(C(=O)Nc3ccccc3C(=O)O)c2)cc1OC	5	0	0	9	25	-2	-2.8	-49	3
Cc1ccccc1CN1CCNC(=O)C1CC(=O)NCCC1=CCCCC1 (stereo unspecified)	35	1	5	4	-1	-3	0.8	-31	-2

Next section (2 carried over from the part before).
SMILES	TAAR1 agonist	M4 PAM	CHRM5 antagonist	CHO-K1 Ca PAM	CRFBP-R2 block	M5 PAM	CRFBP-R2 agonist	TAAR1 antagonist	M5 ag
COc1ccc(CC(=O)Nc2cccc(C(=O)Nc3ccccc3C(=O)O)c2)cc1OC	5	0	0	9	25	-2	-2.8	-49	3
Cc1ccccc1CN1CCNC(=O)C1CC(=O)NCCC1=CCCCC1 (stereo unspecified)	35	1	5	4	-1	-3	0.8	-31	-2
COc1cc2ccc(=O)oc2cc1OCC(O)C(C)(C)O (stereo unspecified)	0	8	0	12	-13	3	-0.7	1	2
COc1ccc(N2Cc3ccccc3C2)cc1Cl	-1	8	3	19	22	-2	-4.2	14	-1
COc1cc(C=O)c(-c2c(C=O)cc(OC)c3c2OCO3)c2c1OCO2	9	-6	6	-18	9	-6	0.8	0	5
CCOC(=O)C1(C)CCCN(C(=O)c2cc(F)cc(F)c2)C1 (stereo unspecified)	3	-1	1	1	·	0	·	-12	-1
CC(C)(C)c1ccc(C(=O)N2CCOC23CCCCC3)cc1	8	2	4	1	·	-5	·	5	0
CCOC(=O)c1nc(C)nc(Sc2n[nH]c(-c3ccc(C(C)(C)C)cc3)n2)c1C	1	-15	20	-2	-16	-16	-0.4	-31	-4
COc1nn(-c2nc(-c3ccccc3)cc(C(F)(F)F)n2)cc1[N+](=O)[O-]	-1	22	-8	10	0	0	4.5	11	-3
O=C1C2C3C=CC(C3)C2C(=O)N1c1ccc(N2CCN(c3ccccn3)CC2)c([N+](=O)[O-])c1 (stereo unspecified)	8	-41	24	-13	-6	-32	1.9	24	10
COc1ccccc1NC(=O)c1ccc(Cl)c(S(=O)(=O)N2CCCCC2)c1	2	10	-7	12	18	1	-0.3	0	-1
Cc1sc(NC(=O)C2C3CCC(C3)C2C(=O)O)c(C(N)=O)c1-c1ccc(C(C)(C)C)cc1 (stereo unspecified)	-2	6	2	12	19	3	0.1	3	2
Cc1ccc(NC(=O)Cn2cccc2)c(C)c1	-1	0	6	2	3	-1	-1.6	10	-6
C=C(C)c1sc(-c2ccc(Cl)cc2)nc1C	10	8	1	-2	3	-1	0.2	-10	3
C#Cc1cccc(C(=O)NC2CCCN(C3Cc4ccccc4C3)C2)c1 (stereo unspecified)	9	-5	15	2	-8	-7	-1.2	-16	-8
CC(=O)Nc1ccc(-c2ccnc3c2CC(C)(C(=O)Nc2ccccc2)O3)cc1 (stereo unspecified)	1	-4	-8	9	·	-5	·	10	3
COc1cccc(/C=N/NC(=O)CNC(=O)c2ccc3c(c2)OCCO3)c1O	8	-6	2	13	1	-13	-2.4	38	0
CC1CCC2(CC1)NC(=O)N(CC(=O)c1ccc(Cl)s1)C2=O (stereo unspecified)	-1	-5	17	14	-34	-9	-0.9	-2	-3

Structural class: the entries above containing bromine.
SMILES	TAAR1 agonist	M4 PAM	CHRM5 antagonist	CHO-K1 Ca PAM	CRFBP-R2 block	M5 PAM	CRFBP-R2 agonist	TAAR1 antagonist	M5 ag
O=C(NCC(=O)N1CCN(S(=O)(=O)c2ccccc2)CC1)c1ccc(Br)o1	2	3	9	10	8	-3	-0.4	30	-2
NC(=S)Nc1ccccc1Br	2	-10	5	13	1	2	-0.9	-25	3
